Assay outcomes from PubChem.
influenza NS1A: H1N1 influenza NS1A inhibitors, functional cell based assay (AID 504329); NS1A functional cell-based assay, percent inhibition; higher % means a stronger effect; inhibition, % at 12.5 µM; hits with a dose series show IC50 in µM; 0.3% of 340,000 active; in the data active means a potency from the dose series; inconclusive means inhibition above about 27% without an active follow-up result; further: strong numbers were not always called active
Salmonella PhoP GFP: PhoP regulon inhibitors, Salmonella typhi PhoP promoter GFP reporter, confirmatory (AID 1850); Salmonella Typhi PhoP-promoter GFP reporter, fluorescence, 4 h; higher % means a stronger effect; one-dose inhibition, % at 50 µM; IC50 in µM for titrated hits; 0.33% of 310,000 active; in the data active means a potency from the dose series; inconclusive means inhibition mostly from about 25% at the one dose, without a potency; inactive means the rest, 99 in 100 with inhibition below about 19%;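 further: 0% = induced wells with vehicle and 100% = uninduced wells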
VEEV TC-83 Vero: inhibitors of VEEV TC-83 cytopathic effect, confirmation, Vero cells (AID 588727). Vero cells, VEEV TC-83 cytopathic effect inhibition; higher % means a stronger effect. inhibition, % at 20 µM; hits with a dose series show IC50 in µM. 0.13% of 350,000 active; in the data active means a potency from the dose series; inconclusive means inhibition mostly from about 14% at the one dose, without a potency; inactive means the rest, 99 in 100 with inhibition below about 12%; further: strong numbers were not always called active
M. tuberculosis HTS: M. tuberculosis growth inhibition, HTS (AID 449762); M. tuberculosis H37Rv growth inhibition, 7H9 media; higher % means a stronger effect; inhibition, % at 25 µM, or IC50 in µM where a hit was titrated; 0.59% of 330,000 active; in the data active means a potency from the dose series; inconclusive means inhibition above about 70% without an active follow-up result;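 further: bacterial growth assessed after seven days of incubation; strong numbers were not always called active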
M. tuberculosis: growth inhibition of non-replicating M. tuberculosis (AID 488890). inhibition, % at 25 µM, or IC50 in µM where a hit was titrated. 0.39% of 320,000 active. Mycobacterium tuberculosis non-replicating, growth inhibition; higher % means a stronger effect; in the data active means a potency from the dose series; inconclusive means inhibition mostly from about 82% at the one dose, without a potency; inactive means the rest, 99 in 100 with inhibition below about 76%;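 further: plate controls were DMSO cells for no effect and high antibiotic wells for full effect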
* = called active by the depositor; i = inactive; ? = inconclusive; · = no result given.

[1] Cc1ccc(C(=O)OCC(=O)NC2CCCCC2)s1
[2] CC(C)(CC(=O)O)CC(=O)Nc1ccccc1Oc1ccccc1
[3] Cc1[nH]c2ccccc2c1Cc1n[nH]c(=S)o1
[4] NNS(=O)(=O)c1ccc(Cc2ncc(C(F)(F)F)cc2Cl)s1
[5] COc1ccc(Oc2c(Cl)cnn(-c3ccccc3)c2=O)cc1
[6] CCc1c(C)nc2cc(-c3cccc(Br)c3)[nH]n2c1=O
[7] Cc1ccc(C)c(NC(=O)CN(C)C(=O)c2cccc(S(=O)(=O)N3CCN(Cc4ccccc4)CC3)c2)c1
[8] COc1cc(/C=C(\NC(C)=O)C(=O)Nc2ccc(NC(C)=O)cc2)ccc1OC(C)=O

assay / entry,1,2,3,4,5,6,7,8
influenza NS1A,5%,-2%,3%,5%,-1%,-5%,-6%,-2%
Salmonella PhoP GFP,3%,-5%,6%,-12%,1%,6%,-7%,-9%
VEEV TC-83 Vero,i,1.0%,0.4%,i,4.3%,0.1%,4.1%,0.2%
M. tuberculosis HTS,?,-1%,-1%,-11%,10%,?,4%,0%
M. tuberculosis,77%,8%,8%,-4%,37%,21%,29%,9%

[9] Cc1ccccc1NC(=O)Cc1nnc(SCC(=O)c2ccc(Br)cc2)n1C
[10] CCSC1=NN2CCS(=O)(=O)N=C2S1
[11] OC(CN1CCCCC1)c1c[nH]c2ccccc12 (stereo unspecified)
[12] N#CCCN(C(=S)NC(=O)c1ccco1)c1ccccc1F
[13] COc1ccc(-n2c(=S)[nH]c3cc(C(=O)Nc4ccccc4OC)ccc3c2=O)c(OC)c1
[14] O=c1[nH]n2c(C(F)(F)F)cc(C3CC3)nc2c1N=Nc1ccccc1
[15] CN(C)CCNC(=S)Nc1ccccc1C(C)(C)C
[16] CC(Cn1nnc2ccccc21)C(=O)O (stereo unspecified)

assay / entry,9,10,11,12,13,14,15,16
influenza NS1A,-4%,-7%,5%,12%,6%,6%,-10%,-6%
Salmonella PhoP GFP,-3%,0%,-2%,3%,7%,-4%,-3%,-7%
VEEV TC-83 Vero,1.2%,i,0.6%,0.7%,3.3%,1.7%,1.1%,i
M. tuberculosis HTS,2%,-9%,-2%,-2%,4%,19%,-2%,2%
M. tuberculosis,14%,-17%,0%,15%,-14%,?,19%,-5%

[17] C=CCc1cccc(/C=N/c2ncn[nH]2)c1O
[18] CCOC(=O)C(C)Oc1ccccc1C1NC(=O)NC(C)=C1C(=O)Nc1ccc(C)c(C)c1 (stereo unspecified)
[19] S=c1nc(-c2cccc(Cl)c2)[nH][nH]1
[20] Cc1cccc(N=c2oc3cc(O)ccc3cc2C(N)=O)c1
[21] CCc1cc(=O)[nH]c(SCCc2ccccc2)n1
[22] CC1OC(OC2CC(O)C3(CO)C4C(O)CC5(C)C(C6=CC(=O)OC6)CCC5(O)C4CCC3(O)C2)C(O)C(O)C1O (stereo unspecified)
[23] Cc1cc(C)nc(NC(=O)c2cccc([N+](=O)[O-])c2C)n1
[24] COc1ccc(CN(C(=O)/C=C/c2ccco2)C2CCS(=O)(=O)C2)cc1 (stereo unspecified)

assay / entry,17,18,19,20,21,22,23,24
influenza NS1A,-1%,-6%,3%,15%,2%,-6%,-2%,-17%
Salmonella PhoP GFP,-4%,3%,-13%,4%,-6%,·,5%,-1%
VEEV TC-83 Vero,0.4%,3.2%,2.2%,11%,2.5%,<0.05µM*,0.3%,2.2%
M. tuberculosis HTS,-1%,-6%,4%,50%,-3%,·,-3%,-1%
M. tuberculosis,-7%,10%,-4%,38%,24%,·,4%,-2%

[25] O=C(Nc1cc(S(=O)(=O)N2CCOCC2)ccc1N1CCOCC1)C1CCCO1 (stereo unspecified)
[26] CC1CCCN(S(=O)(=O)c2ccc3c(c2)C(C)(C)C(=O)N3C)C1 (stereo unspecified)
[27] Cc1c(OCc2nn[nH]n2)ccc2c(-c3ccccc3)cc(=O)oc12
[28] O=C(Nc1ccccc1N1CCOCC1)c1ccccc1NS(=O)(=O)c1ccc(F)cc1
[29] NC(=O)C1CCN(Cc2nc3ccccc3c(=O)[nH]2)CC1
[30] CN(CC(=O)Nc1ccncc1)S(=O)(=O)c1ccc(Br)cc1
[31] CCN(CC)S(=O)(=O)c1ccc(N2CCN(C)CC2)c(NC(=O)Nc2ccc(C)cc2)c1
[32] CC(C)(C)c1ccccc1NC(=O)Cn1c(=O)cnc2ccccc21

assay / entry,25,26,27,28,29,30,31,32
influenza NS1A,0%,-1%,1%,-10%,-7%,-26%,12%,-5%
Salmonella PhoP GFP,-12%,-14%,-3%,-4%,-1%,4%,6%,-3%
VEEV TC-83 Vero,0.1%,i,2.4%,2.0%,2.3%,3.3%,i,0.5%
M. tuberculosis HTS,0%,-10%,-6%,-7%,-4%,-1%,15%,3%
M. tuberculosis,-7%,6%,7%,22%,0%,4%,13%,-6%

[33] O=C(COc1cc(F)ccc1[N+](=O)[O-])Nc1ccc2c(c1)OCO2
[34] COc1cc(C)nc(Oc2ccc(=O)n(C)n2)n1
[35] O=S(=O)(c1ccc(C2CCCCC2)cc1)N1CCCC1
[36] CCCNCc1cc(OCC)c(OCC(=O)Nc2ccccc2)cc1Br
[37] COc1ccc(OCC(=O)Nc2ccc(S(=O)(=O)N3CCOCC3)cc2)cc1
[38] CCn1cc(C=C2C(=O)NC(=O)NC2=O)c2ccccc21
[39] CSCC[C@H](NC(=O)N1CCn2c1nc1ccccc12)C(=O)NCc1ccco1
[40] COc1ccccc1/C=C(/CC(=O)NCc1ccccc1)c1nc2ccccc2s1

assay / entry,33,34,35,36,37,38,39,40
influenza NS1A,-7%,-10%,-9%,0%,6%,17%,-12%,-6%
Salmonella PhoP GFP,·,-8%,-7%,1%,-10%,-29%,-15%,1%
VEEV TC-83 Vero,0.8%,0.7%,i,2.8%,i,0.1%,1.8%,11%
M. tuberculosis HTS,4%,·,-6%,0%,3%,13%,-1%,15%
M. tuberculosis,7%,·,28%,29%,17%,47%,1%,42%

4 structures from above, sorted by number of heavy atoms, descending.
[40] COc1ccccc1/C=C(/CC(=O)NCc1ccccc1)c1nc2ccccc2s1
[39] CSCC[C@H](NC(=O)N1CCn2c1nc1ccccc12)C(=O)NCc1ccco1
[37] COc1ccc(OCC(=O)Nc2ccc(S(=O)(=O)N3CCOCC3)cc2)cc1
[36] CCCNCc1cc(OCC)c(OCC(=O)Nc2ccccc2)cc1Br

assay / entry,40,39,37,36
influenza NS1A,-6%,-12%,6%,0%
Salmonella PhoP GFP,1%,-15%,-10%,1%
VEEV TC-83 Vero,11%,1.8%,i,2.8%
M. tuberculosis HTS,15%,-1%,3%,0%
M. tuberculosis,42%,1%,17%,29%

Later entries:
[41] Cc1sc(NC(=O)CSc2nnc3scc(-c4ccccc4)n23)c(C#N)c1C
[42] COC(=O)c1ccc(C(=O)N2CCCC(Nc3ccc(C(C)C)cc3)C2)nc1 (stereo unspecified)
[43] CCc1ccc(S(=O)(=O)/N=C2\C=C(Nc3ccc(C(=O)O)cc3)C(=O)c3ccccc32)cc1
[44] Cc1cc(-n2c(C)cc(C(=O)CN3C(=O)NC4(CCCCCC4)C3=O)c2C)no1
[45] COc1ccc(N(C)S(=O)(=O)c2cccc(C(=O)OCC(=O)N3CC(C)CC(C)C3)c2)cc1 (stereo unspecified)
[46] O=c1oc(Cl)c(Cl)c2ccccc12
[47] O=C(N=C1SC2CS(=O)(=O)CC2N1c1ccc(Br)cc1F)C1CC1 (stereo unspecified)
[48] CC(C)[C@H](NC(=O)C1(c2ccccc2)CCN(C(=O)OC(C)(C)C)CC1)C(=O)O

assay / entry,41,42,43,44,45,46,47,48
influenza NS1A,-10%,5%,25%,10%,3%,-2%,-1%,-6%
Salmonella PhoP GFP,1%,-13%,14%,-5%,·,-20%,5%,-4%
VEEV TC-83 Vero,7.7%,i,5.2%,i,5.2%,1.9%,i,i
M. tuberculosis HTS,-2%,5%,7%,0%,-1%,-2%,6%,5%
M. tuberculosis,-2%,27%,13%,17%,41%,20%,-7%,2%

[49] Cc1cc(N2CCC(C(=O)NCC3CC3)CC2)nc(-c2ccccc2)n1
[50] O=C(CCC1CCCN(C(=O)c2ccsc2)C1)NCc1ccc(F)c(F)c1 (stereo unspecified)
[51] O=C(NCCCN1CCOCC1)C(=O)N/N=C/c1ccccc1Cl
[52] CC1CCC(NC(=O)c2cccc(S(=O)(=O)NCc3ccccc3)c2)CC1 (stereo unspecified)
[53] C=CCN(CC=C)Cc1nc(N)nc(Nc2ccccc2C)n1
[54] O=C(CN1CCSCC1)N/N=C/c1ccc(Cl)cc1
[55] C=CCn1c(SCC(=O)NCc2ccco2)nnc1C1CCCCC1
[56] Cc1cc2c(C(F)(F)F)cc(=O)oc2c2c1NCCC2

assay / entry,49,50,51,52,53,54,55,56
influenza NS1A,2%,9%,-3%,-4%,-2%,·,-2%,-3%
Salmonella PhoP GFP,13%,2%,6%,2%,-3%,-23%,0%,-17%
VEEV TC-83 Vero,i,i,0.3%,9.2%,i,·,0.3%,0.3%
M. tuberculosis HTS,-4%,-2%,-13%,5%,27%,8%,1%,-4%
M. tuberculosis,-14%,0%,-8%,28%,51%,-12%,5%,-1%

[57] Clc1ccc(N2CCOCC2)nn1
[58] Cc1cc(C)c2cc(CN(CCN(C)C)C(=O)Nc3ccccc3Cl)c(=O)[nH]c2c1
[59] Cc1cccn2c(=O)c3cc(C(=O)NCCc4ccccc4)c(=N)n(CC4CCCO4)c3nc12 (stereo unspecified)
[60] O=[N+]([O-])c1cccc(-c2nnc(CNC3CC3)o2)c1
[61] CC(C)(C)N(Cc1cc2ccccc2[nH]c1=O)C(=O)c1cccc([N+](=O)[O-])c1
[62] Cc1cccc(Cn2cnc3c(nnn3Cc3ccc(Cl)cc3)c2=O)c1
[63] COc1ccc(C(=O)OCC(=O)NCC2CCCO2)cc1S(=O)(=O)N1CCCc2ccccc21 (stereo unspecified)
[64] Nc1ccc(N=Nc2ccccc2Cl)c(N)n1

assay / entry,57,58,59,60,61,62,63,64
influenza NS1A,-4%,-5%,1%,6%,0%,-16%,-22%,27%
Salmonella PhoP GFP,4%,-7%,1%,6%,2%,0%,4%,-4%
VEEV TC-83 Vero,2.5%,0.8%,1.0%,0.4%,1.6%,2.6%,1.8%,5.1%
M. tuberculosis HTS,5%,6%,5%,-2%,3%,0%,2%,?
M. tuberculosis,2%,26%,4%,20%,22%,-7%,17%,22%

[65] N#CCCCN1C(=O)C(=C(C#N)C#N)c2ccccc21
[66] Cc1noc(C)c1COC(=O)CCc1ccc(S(=O)(=O)N2CCCCC2)cc1
[67] Cc1ccccc1N1CC(C(=O)Nc2ccncc2)CC1=O (stereo unspecified)
[68] Cc1cc(=O)[nH]c(NN=C(CC(C)C)CC(C)C)n1
[69] O=C(c1cc(S(=O)(=O)N2CCOCC2)ccc1F)N1CCc2ccccc21
[70] COc1ccc(CC(=O)O/N=C(\N)c2ccc(OC)cc2)cc1
[71] CN(Cc1cccs1)CC(O)COCc1ccco1 (stereo unspecified)
[72] C=COC(=O)CSc1nc(-c2cccs2)ccc1C#N

assay / entry,65,66,67,68,69,70,71,72
influenza NS1A,-1%,2%,-15%,-7%,4%,-7%,-16%,0%
Salmonella PhoP GFP,-3%,-2%,2%,-7%,·,-2%,-7%,-7%
VEEV TC-83 Vero,i,i,0.1%,1.3%,7.1%,5.8%,1.0%,4.1%
M. tuberculosis HTS,1%,-3%,-7%,-8%,-9%,2%,-9%,?
M. tuberculosis,9%,·,-9%,27%,-3%,57%,19%,?

[73] CCOC(=O)N1CCN(C(=O)c2ccc(N(C)S(C)(=O)=O)cc2)CC1
[74] Cc1cnc(NC(=O)C2CCC(C(C)(C)C)CC2)s1 (stereo unspecified)
[75] c1ccc2sc(Cc3nnc4n3CCCCC4)nc2c1
[76] COC(=O)c1cc(NC(=S)Nc2cc(Cl)cc(Cl)c2)cc(C(=O)OC)c1

assay / entry,73,74,75,76
influenza NS1A,-5%,10%,-3%,-6%
Salmonella PhoP GFP,-4%,-6%,7%,-4%
VEEV TC-83 Vero,0.4%,3.4%,i,?
M. tuberculosis HTS,5%,-5%,-2%,?
M. tuberculosis,-6%,76%,5%,?

Not a hit list; any-hit rate near 1.5%.
